Source: PubChem BioAssay
BRCA1 expr act – qHTS Assay to Identify Small Molecule Activators of BRCA1 Expression. MCF7-BRCA1-FFLuc reporter, luminescence, 48 h; response scale: scaled: vehicle 0%, 10 µM genistein 100%. Potency, µM (highest dose often 46.1 µM), inactives show at the top dose activation, most hits filed as activators. actives 1.1% (n = 380,000). AID 624202, 2012; also: potency is read from the fitted curve at half-maximal effect; nearly all actives have a fitted effect of over 80% in size; some results filed as inactive show a strong effect at the top dose
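MCF7 cells carrying a BRCA1-firefly luciferase reporter (2000 cells/well, phenol-red free MEM) were attached for 2 h at 37 °C, then given compounds for 48 h. Luminescence was read 15 min after luciferase reagent; activity normalized to genistein (10 microM) and DMSO.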
B2AR arrestin – qHTS assay of beta-arrestin-biased ligands of beta2-adrenergic receptor. beta-arrestin recruitment to beta2AR, cell-based reporter. Potency, µM (doses to about 46.1 µM), for the others: at the top dose activation, most hits filed as activators. Beta-2 adrenergic receptor (Homo sapiens), P07550. actives 0.02% (n = 330,000);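 also: potency is read from the fitted curve at half-maximal effect; 0% = DMSO controls and full agonism = EC100 isoproterenol or metaproterenol; nearly all actives have a fitted effect of over 65% in size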
Target sequence (P07550 whole entry, looked up): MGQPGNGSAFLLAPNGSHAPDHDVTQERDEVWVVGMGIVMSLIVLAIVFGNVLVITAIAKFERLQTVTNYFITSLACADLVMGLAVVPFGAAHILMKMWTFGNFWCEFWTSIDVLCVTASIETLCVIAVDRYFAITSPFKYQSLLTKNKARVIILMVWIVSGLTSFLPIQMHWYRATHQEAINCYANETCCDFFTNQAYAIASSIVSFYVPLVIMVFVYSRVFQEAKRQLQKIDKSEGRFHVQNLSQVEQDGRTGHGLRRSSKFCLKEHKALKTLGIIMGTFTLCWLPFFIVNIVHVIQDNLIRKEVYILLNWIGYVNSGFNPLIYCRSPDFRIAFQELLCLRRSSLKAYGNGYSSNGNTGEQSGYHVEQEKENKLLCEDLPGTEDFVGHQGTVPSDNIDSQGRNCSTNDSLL
ELG1 genotoxic – qHTS screen for small molecules that induce genotoxicity in human embryonic kidney (HEK293T) cells expressing luciferase-tagged ELG1 | HEK293T ELG1-luciferase reporter, luminescence, 16 h | Potency, µM (top dose mostly 46 µM), inactives show at the top dose activity change, positive = activation, actives largely listed as activators | AID 504466, 2011 | actives 1.3% (n = 330,000); also: potency is read from the fitted curve at half-maximal effect; % of control where 0% means no effect; nearly all actives have a fitted effect of over 60% in size
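Cells (2,000/well) expressing the ELG1-luciferase fusion are dosed by pin tool and kept 16 hr at 37 °C, 5% CO2. Signal comes from ONE-Glo luciferase reagent after 30 min at room temperature.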
TSG101-PTAP inh – qHTS Assay for Iinhibitors of HIV-1 Budding by Blocking the Interaction of PTAP/TSG101; Fluorescence polarization, FITC-PTAP peptide / Tsg101 binding; Tumor susceptibility gene 101 protein (Homo sapiens), Q99816; Potency, µM (top dose mostly 115 µM), without a hit: at the top dose activity change, negative = inhibition, most hits filed as inhibitors; 340,000 tested, under 10 active; AID 493005, 2010; active = well fitted inhibition curve with a large enough effect in the main read-out, with a control signal flat, not every such curve was filed as active; inconclusive = small, poorly fitted or top-dose-only effect, or effect the other way, or a change in a side signal; inactive = no such curve, though single readings can be large or run the other way; also: potency is read from the fitted curve at half-maximal effect; % of control where 0% means no effect
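Tsg101 binding domain (10 uM final) was mixed with compound and a FITC-labeled PTAP peptide (50 nM final) in HEPES pH 7.5 buffer with NaCl, Tween 20, EDTA and TCEP; fluorescence polarization was read after 20 min at r.t.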
Integrin act MD – qHTS for Activators of Integrin-Mediated Alleviation for Muscular Dystrophy | alpha7betagal myoblasts, beta-gal FDG fluorescence, 48 h | Potency, µM (titrated, usually from 38.3 µM), for the others: top-dose activation, hits mostly activators | actives 0.064% (n = 350,000);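 also: potency is read from the fitted curve at half-maximal effect; 100% = response of the positive control SU9516; nearly all actives have a fitted effect of over 60% in size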
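alpha7betagal+/- myoblasts (passage 13, 250/well) treated 48 h at 37C with compounds at 1:260 dilution of DMSO stock. Lysed, then beta-galactosidase activity read as FDG fluorescence (ex 480/em 540) after 30 min, with pre-read for autofluorescence.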
USP2a block – qHTS Assay for Inhibitors of Ubiquitin-specific Protease USP2a Using CHOP2 as the Reporter; Ubiquitin carboxyl-terminal hydrolase 2 (Homo sapiens), O75604; USP2 core, Ub-CHOP2 coupled fluorogenic reporter, 485/531; Potency, µM (series often up to 38.3 µM), inactives show at the highest dose activity change, negative = inhibition, actives largely listed as inhibitors; actives 0.01% (n = 330,000); AID 463254, 2010;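 also: potency is read from the fitted curve at half-maximal effect; plate controls were DMSO wells for no effect and full inhibition by NEM control for full effect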
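Deubiquitinase activity read as fluorescence (485/531 nm) after Ub-CHOP2 cleavage activates the enterokinase reporter on its substrate; USP2 core 10nM, Ub-CHOP2 and substrate 25nM each, 30min compound preincubation then 60min RT; data normalized to NEM, curves fitted.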
p53 reactivation – qHTS assay for re-activators of p53 using a Luc reporter; H1299 p53-A138V BP100-luciferase reporter, luminescence, 24 h; Potency, µM (doses to about 92.2 µM), for the others: top-dose activity change, positive = activation, hits mostly activators; actives 0.063% (n = 320,000); AID 504706, 2011; also: potency is read from the fitted curve at half-maximal effect; % of control where 0% means no effect; nearly all actives have a fitted effect of over 45% in size
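p53-null H1299 cells stably carrying temperature-sensitive p53-A138V and a BP100-luciferase reporter were pinned with compounds (4-point, 1:5 series) and held 24 hrs at 37 deg C. Luminescence was read 10 min after detection reagent.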
Eya2 phos inh – qHTS Assay for Inhibitors of the Phosphatase Activity of Eya2; Protein phosphatase EYA2 (Homo sapiens), O00167; recombinant Eya2, OMFP fluorescence dephosphorylation (OMFP is methylfluorescein phosphate); Potency, µM (titrated, usually from 76.9 µM), inactives show top-dose activity, negative = inhibition, actives largely listed as inhibitors; actives 0.006% (n = 330,000); also: potency is read from the fitted curve at half-maximal effect; % is scaled to controls: 0 for no effect and ±100 for the full control effect
Target sequence (O00167 whole entry, looked up): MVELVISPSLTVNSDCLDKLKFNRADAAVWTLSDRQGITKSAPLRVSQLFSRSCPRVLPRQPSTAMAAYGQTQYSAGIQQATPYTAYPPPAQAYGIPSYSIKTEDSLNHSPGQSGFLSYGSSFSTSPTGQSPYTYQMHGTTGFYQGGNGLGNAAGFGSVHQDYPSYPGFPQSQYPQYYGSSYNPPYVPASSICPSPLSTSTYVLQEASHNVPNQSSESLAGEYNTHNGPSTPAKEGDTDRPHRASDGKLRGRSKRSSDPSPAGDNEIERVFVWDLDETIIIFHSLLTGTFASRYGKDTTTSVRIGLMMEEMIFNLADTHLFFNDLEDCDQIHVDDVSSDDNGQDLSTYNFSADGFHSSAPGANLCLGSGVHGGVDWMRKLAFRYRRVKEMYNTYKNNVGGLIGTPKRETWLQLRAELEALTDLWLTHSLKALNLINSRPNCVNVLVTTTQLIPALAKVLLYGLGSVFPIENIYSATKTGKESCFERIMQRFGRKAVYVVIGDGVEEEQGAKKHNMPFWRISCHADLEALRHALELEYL
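Eya2 (0.2 uM) preincubated 10 min at ambient with compound, then OMFP substrate added at 50 uM; 10 min reaction in 50 mM HEPES pH 7.5, 50 mM NaCl, 5 uM MgCl2, 0.05% BSA, 1 mM DTT. Fluorescence read at Ex 485/Em 525 nm.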
S-ASM inh – Inhibitors of Secretory Acid Sphingomyelinase (S-ASM): qHTS; Sphingomyelin phosphodiesterase (Homo sapiens), P17405; actives 0.006% (n = 340,000); placental ASM, HMU-PC fluorogenic substrate, 60 min; Potency, µM (series often up to 57.5 µM), for inactives: at the highest dose activity change, negative = inhibition, hits mostly inhibitors; also: potency is read from the fitted curve at half-maximal effect
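Fluorogenic HMU-PC substrate (9 uM final) is turned over by placental ASM in 60 min at 37 C after a 10 min compound preincubation. Reaction ended by alkaline stop (pH 10), with fluorescence read at 386/447 nm.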
uPA surface inh – qHTS for Inhibitors of Cell Surface uPA Generation | cell surface uPA generation assay, qHTS | Potency, µM (titrated, usually from 38.3 µM), inactives show top-dose activity change, negative = inhibition, usual class: inhibitors | AID 540303, 2011 | actives 0.31% (n = 330,000); active = well fitted inhibition curve with a large enough effect; inconclusive = small, poorly fitted or top-dose-only effect; inactive = no such curve, though single readings can be large or run the other way; tested in mouse RAW 264.7 cells; also: potency is read from the fitted curve at half-maximal effect; % is scaled to controls: 0 for no effect and ±100 for the full control effect; nearly all actives have a fitted effect of over 55% in size
TRPV1 agonist – HTS Assay for Compounds that Act as Agonists of the Vanilloid Receptor 1; Transient receptor potential cation channel subfamily V member 1 (Homo sapiens), Q8NER1; TRPV1-expressing cells, Fluo-8 calcium influx, agonist mode; activation, % at 8.33 µM; actives 0.19% (n = 320,000); AID 540275, 2011; in the data active = activation above about 80%; inconclusive = between about 30% and that limit; also: 0% is about no effect
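Cells expressing TRPV1 were dye-loaded with Fluo-8 and read kinetically: 10 s baseline, 3 min after compound (agonist portion), then 2 min after EC20 capsaicin (allosteric enhancer portion). Calcium-bound dye fluorescence at 480/520 nm.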
The depositor's hits bear a star; u = inconclusive; x = no result given; [ ] = remark or other dose. Unless noted, calls follow the shape of the dose curve; as a rule, active = well fitted curve in the direction sought with a large enough effect; inconclusive = small, poorly fitted or top-dose-only effect, or another doubt; inactive = no such curve, though single readings can be large; an effect the other way counts as inactive or inconclusive.

#	molecule	BRCA1 expr act	B2AR arrestin	ELG1 genotoxic	TSG101-PTAP inh	Integrin act MD	USP2a block	p53 reactivation	Eya2 phos inh	S-ASM inh	uPA surface inh	TRPV1 agonist
1	CC(=O)N/C(=C/c1ccc(OS(=O)(=O)c2ccc(C)cc2)cc1)C(=O)NCCCO	-12%	0.5%	0%	-4%	-37%	0%	-1%	18%	3%	9%	1
2	O=[N+]([O-])c1ccc(/C=N/n2c(-c3cccnc3)n[nH]c2=S)cc1	-1%	1.5%	2%	0%	-11%	4%	1%	2%	5%	3%	-4
3	CCN(CC)C(=O)CSc1nnc(-c2cccnc2)n1CCc1ccccc1	10%	-0.7%	1%	1%	1%	-6%	5%	10%	3%	6%	2
4	CN(Cc1ccco1)C(=O)C1CCC(=O)N(CCc2cccc(F)c2)C1 (centres undefined)	-1%	-0.2%	1%	-5%	-38%	3%	7%	-4%	6%	-5%	u
5	CC(c1nc2ccccc2c(=O)[nH]1)N1CCOCC1 (centres undefined)	-5%	-0.1%	1%	0%	-21%	0%	-1%	8%	-3%	-1%	-5
6	O=c1c(Cl)c(NCc2ccccc2Cl)cnn1C12CC3CC(CC(C3)C1)C2	-50%	-0.7%	1%	0%	-4%	4%	-4%	-7%	-2%	3%	23
7	CC(=O)c1c(C)[nH]c(C(=O)OCC(=O)Nc2c(C)n(C)n(-c3ccccc3)c2=O)c1C	-20%	0.0%	-5%	-6%	u	2%	-4%	-36%	1%	-2%	0
8	CCCCC#Cc1cncc(C(=O)NN)c1	-1%	-0.2%	2%	-1%	-44%	-1%	-1%	-20%	-2%	-9%	1
9	COCCn1c(SCC#N)nnc1-c1ccccc1	-21%	-0.2%	-3%	0%	8%	1%	23%	3%	8%	x	8
10	Cn1cnc([N+](=O)[O-])c1Sc1ccc(Br)cc1	-1%	-0.7%	-5%	1%	-6%	2%	-24%	5%	13%	u	3
11	COc1cccc(N=Nc2c(C)[nH]n(-c3ccccc3)c2=O)c1	-1%	-0.9%	u	-6%	9%	-1%	x	2%	-15%	-2%	1
12	COc1ccc2[nH]cc(C(=O)CN3CCN(C(=O)c4ccco4)CC3)c2c1	-6%	-0.1%	8%	-5%	-2%	1%	3%	2%	2%	0%	-3
13	CN(CC(=O)Nc1ccc2c(c1)OCCO2)CC(=O)Nc1ccc(F)c(F)c1F	-9%	-0.6%	0%	2%	28%	-1%	3%	4%	2%	1%	x
14	CCCCNC(=O)Cn1cnc2c(cnn2-c2ccc(C)cc2)c1=O	-29%	0.1%	0%	-7%	28%	0%	x	-5%	2%	0%	1
15	Cc1nn(CC(=O)N2CCC(C)CC2)c(=O)c2nn(-c3ccccc3)c(C)c12	-9%	-0.2%	-1%	-6%	24%	-1%	0%	7%	-3%	10%	-2
16	CC(OC(=O)c1cccs1)C(=O)NCc1ccccc1 (centres undefined)	0%	0.5%	-1%	0%	10%	0%	-2%	7%	-3%	5%	0
17	C#CCOCCOCCOCCNc1nc(N2CCN(C(=O)Cn3cc(CCO)nn3)CC2)nc(N2CCN(C(=O)Cn3cc(CCO)nn3)CC2)n1	0%	x	x	0%	-28%	x	x	x	4%	1%	x
18	CCOC(=O)CNC(=O)/C=C/c1ccc2c(c1)OCO2	70%	0.0%	17%	0%	10%	11%	7%	4%	3%	-2%	4
19	Cc1ccc2cc3c(nc2c1)N(Cc1ccco1)CC3	34%	-0.4%	u	-1%	-6%	0%	u	2%	12%	-7%	16
20	Oc1ccc(Cl)cc1CNc1cccc2cccnc12	-34%	0.0%	0%	-6%	-48%[inhibitor]	-2%	2%	-24%	-9%	11%	1
21	C[C@H](CO)N1C[C@H](C)[C@@H](CN(C)Cc2ccncc2)Oc2ccc(NC(=O)CCCCCC(=O)Nc3ccccc3N)cc2C1=O	-1%	-0.5%	2%	1%	-1%	6%	1%	-18%	5%	-1%	x
22	CN(c1ccccc1C(=O)Nc1ccc(CC#N)cc1)S(=O)(=O)c1ccccc1	0%	-0.5%	-13%	-1%	-5%	-2%	x	-10%	0%	2%	17
23	Cc1ccc([N+](=O)[O-])cc1NC(=O)c1ccoc1C	68%	0.0%	0%	0%	4%	-2%	19%	-1%	-2%	1%	10
24	COc1ccc(C(=O)NCC(c2ccco2)N2CCCC2)cc1S(=O)(=O)N1CCCCC1C (centres undefined)	-7%	0.8%	1%	-2%	11%	-1%	-10%	16%	11%	-6%	2
25	COc1ccc(S(=O)(=O)N2CCCC(C(=O)N3CCCCCC3)C2)cc1 (centres undefined)	-21%	-1.0%	-4%	-4%	-4%	2%	-5%	u	0%	0%	19
26	CCOP(=O)(c1ccc(N(C)C)cc1)C(O)c1ccncc1 (centres undefined)	-6%	0.1%	0%	-6%	-31%	1%	-1%	5%	4%	16%	1
27	O=C(CCS(=O)(=O)c1cc(Br)cc2c1N(C(=O)C1CC1)CC2)NCC1CCCO1 (centres undefined)	-15%	-0.1%	-1%	-2%	-20%	2%	5%	11%	1%	5%	-2
28	O=C1Nc2ccc(Br)cc2C1(O)Cc1ccncc1 (centres undefined)	9%	-0.1%	-3%	-1%	-5%	-1%	1%	-24%	3%	-1%	0
29	CCO[C@H]1OC(C(=O)N2CCN(Cc3ccc4c(c3)OCO4)CC2)=C[C@@H](C(C)(C)C)[C@@H]1CCCO	-3%	0.4%	-5%	x	-2%	-1%	-4%	-14%	6%	6%	20
30	COc1ccc(C)cc1NC(=O)N1CCCc2ccccc21	-4%	-0.5%	2%	-3%	u	0%	9%	-4%	0%	-7%	16
31	O=C(CSc1ncnc2c1cnn2-c1cccc(Cl)c1)NCC1CCCO1 (centres undefined)	-7%	0.2%	-14%	-3%	-1%	0%	1%	-5%	-2%	7%	12
32	Cc1ccc(CCN2CC(C(=O)NCCCOC(C)C)CC2=O)cc1 (centres undefined)	6%	-0.9%	1%	-8%	21%	1%	0%	-10%	2%	x	0
33	CCCCn1c(SCC(=O)c2ccc(OC)cc2OC)nc2cc(S(N)(=O)=O)ccc21	-18%	0.0%	-4%	-4%	4%	-1%	-9%	-12%	-4%	12%	20
34	COc1ccccc1N1CC(C(=O)OCC(=O)Nc2c(C)cccc2C)CC1=O (centres undefined)	-6%	-0.5%	5%	2%	10%	1%	2%	-6%	-5%	4%	0
35	CN(C)c1ccc(P(=O)(OCc2ccccc2)C(O)c2cccnc2)cc1 (centres undefined)	-20%	0.3%	-4%	-1%	-30%[7.66 µM]	-2%	-3%	-12%	-2%	-5%	3
36	C(=Nc1cccc2c(N=Cc3ccco3)cccc12)c1ccco1	0%	0.0%	-2%	-4%	-18%	0%	-2%	0%	0%	0%	0
37	Cc1ccc(C)c(S(=O)(=O)N2CCCOC2CNC(=O)C(=O)NCc2ccco2)c1 (centres undefined)	-26%	1.4%	0%	0%	15%	1%	-5%	-4%	6%	-6%	-1
38	CCCCn1c(=NC(=O)c2ccc3c(c2)OCO3)c(C#N)cc2c(=O)n3cccc(C)c3nc21	8%	0.4%	-2%	0%	-8%	-1%	2%	20%	218%[activator]	7%	-1
39	Cc1ccccc1CN1CCN(C(=O)c2cccc(F)c2)CC1	-10%	3.3%	-5%	-2%	14%	1%	-12%	-6%	1%	3%	3
40	Cc1cc(=O)oc2cc(OCC(=O)N3CCc4ccccc4C3)ccc12	15%	-0.6%	-2%	-3%	10%	0%	-19%	-23%	25%	-4%	6
41	Cc1cccc(OCC(=O)O/N=C(\N)c2ccccn2)c1	u	-1.0%	u	-6%	21%	-1%	21%	-8%	-2%	-4%	15
